SSB-PriA inh – inhibitors of Klebsiella pneumoniae PriA binding to SSB C-terminal tail | 0.6% of 430,000 active | inhibition, % at 33 µM | AlphaScreen SSBct-PriA binding, biotinylated peptide; in the data active means inhibition mostly above about 37%, no sharp cut-off; inactive means mostly below about 20%;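 further: plate controls were negative control peptide for no effect and reference peptide for full effect; strong numbers were not always called active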
Anthrax LF inh2 – anthrax lethal factor protease inhibition; multiplex microsphere protease cleavage assay, LF; inhibition, % at 10 µM; 0.12% of 360,000 active; AID 588501; further: plate controls were buffer without enzyme for full effect and enzyme alone for no effect
Target sequence (P15917 whole entry, looked up): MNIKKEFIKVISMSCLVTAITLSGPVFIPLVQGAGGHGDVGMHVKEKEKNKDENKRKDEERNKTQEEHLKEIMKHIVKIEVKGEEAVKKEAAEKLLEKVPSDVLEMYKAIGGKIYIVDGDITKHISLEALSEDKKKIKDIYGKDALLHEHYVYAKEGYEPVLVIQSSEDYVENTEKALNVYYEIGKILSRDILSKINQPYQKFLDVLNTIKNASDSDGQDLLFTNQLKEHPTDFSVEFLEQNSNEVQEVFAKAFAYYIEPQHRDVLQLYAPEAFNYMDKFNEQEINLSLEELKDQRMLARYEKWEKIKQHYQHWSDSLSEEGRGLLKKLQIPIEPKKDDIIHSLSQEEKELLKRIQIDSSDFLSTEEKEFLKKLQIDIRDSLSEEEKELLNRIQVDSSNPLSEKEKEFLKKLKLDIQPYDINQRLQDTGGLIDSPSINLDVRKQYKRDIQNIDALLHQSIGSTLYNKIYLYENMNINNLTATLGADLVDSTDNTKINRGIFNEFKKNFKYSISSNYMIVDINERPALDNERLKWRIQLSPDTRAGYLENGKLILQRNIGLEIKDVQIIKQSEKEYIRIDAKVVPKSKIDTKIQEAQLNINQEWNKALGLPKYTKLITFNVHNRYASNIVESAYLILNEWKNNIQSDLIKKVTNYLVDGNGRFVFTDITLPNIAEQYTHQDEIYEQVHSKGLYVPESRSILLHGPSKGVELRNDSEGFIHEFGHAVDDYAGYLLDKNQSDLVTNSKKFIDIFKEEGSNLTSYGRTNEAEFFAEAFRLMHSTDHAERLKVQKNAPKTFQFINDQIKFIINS
TcdB inh – TcdB glycohydrolase inhibition; inhibition, % at 9.99 µM; 0.24% of 350,000 active; TcdB glycohydrolase enzymatic assay, plate reader; in the data active means inhibition above about 10%
PrPC TRFRET – cell surface PrPC inhibition, primary TR-FRET screen | P04156 | TR-FRET read-out | inhibition, % at 13.8 µM | 0.43% of 370,000 active | AID 720596; in the data active means inhibition above about 24%; further: 0% = median of the test wells and 100% = reference compound wells
PfHsp40 rescue – restores yeast growth despite PfHsp40 toxicity; S. cerevisiae expressing PfHsp40, growth rescue, ATP luminescence; growth rescue, % at 12.5 µM; 0.68% of 340,000 active; AID 504582; in the data active means growth rescue above about 28%, passing the limit was not always enough;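 further: yeast W303a lacking pdr1 and pdr3 grown in galactose medium; growth measured after three days at 30 °C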
Yp Topo-I inh – blocks Yersinia pestis topoisomerase I activity. Y. pestis Topo-I cleavage product accumulation, plate reader. activity, % at 10 µM. 0.064% of 360,000 active. AID 504884; in the data active means activity above about 50%, passing the limit was not always enough; further: inactives centre near 2
SARS 3CLpro inh – SARS-CoV 3CLpro protease inhibition; P0C6X7; recombinant SARS-CoV 3CLpro, quenched FRET peptide cleavage; inhibition, % at 6 µM; 0.14% of 290,000 active; in the data active means inhibition above about 12%
BH1578 lux ind – inducers of Vibrio cholerae quorum light production without autoinducers. V. cholerae BH1578 lux reporter, luminescence, 6 h. activation, % at 18.7 µM. 0.16% of 350,000 active. AID 588436; in the data active means activation mostly above about 9.7%, no sharp cut-off; further: not every result past the cut was called active; inactives centre near 0; reference of the scale not given here
BoNT-A LC inh2 – inhibitors of Botulinum neurotoxin A light chain protease; multiplex microsphere protease substrate cleavage, flow cytometry; inhibition, % at 10 µM; 0.17% of 360,000 active; AID 588499; further: plate controls were buffer without enzyme for full effect and enzyme alone for no effect
An asterisk follows results filed as active; i = inactive; nt = not tested or not shown; & = joins results of further samples. Unless noted, no stated cut-off is given here; in the data, active means inhibition above about 30%; inconclusive means no clear call, values can overlap the other calls; inactive means below that.

The first eight entries as a preview:
SMILES | SSB-PriA inh | Anthrax LF inh2 | TcdB inh | PrPC TRFRET | PfHsp40 rescue | Yp Topo-I inh | SARS 3CLpro inh | BH1578 lux ind | BoNT-A LC inh2
COC(=O)c1ccc(Oc2ccc3nnc(C)n3n2)cc1 | -17 | 4 | nt | 6 | 1.0 | -3 | -4 | i | -0.4
Cc1cccc(NC(=O)CCNC(=O)c2ccco2)c1C | -16 | 0 | 0.1 | -4 | 0.4 | -2 | -4 | -0.3 | -0.1
CC1(C(=O)NS(=O)(=O)c2cccc(OC(F)F)c2)CCN1C(=O)Cc1ccccc1 (stereo not drawn) | nt | 5 | -0.4 | -4 | nt | 0 | nt | i | 0.1
O=C(c1ccc(NC(=S)Nc2ccc(Cl)c(Cl)c2)cc1)N1CCCC1 | -18 | -3 | 1.2 | 4 | 0.0 | -5 | -1 | -1.1 | 0.7
CCOc1ccc(NC(=O)c2ccc(S(=O)(=O)N3CCOCC3)cc2)cc1 | 7 | -4 | 0.7 | 6 | 1.2 | 8 | -6 | -0.4 | -7.5
COc1ccccc1CNC(=O)COC(=O)C1CCN(S(=O)(=O)c2c(Cl)cccc2Cl)CC1 | -7 | -9 | 0.8 | 5 | 0.8 | -12 | nt | -6.2 | -0.7
CC(C)(C)OC(=O)N[C@@H](/C=C/c1ccccc1)C(=O)OC(C)(C)C | 3 | -4 | -0.1 | -2 | 1.4 | 11 | nt | -0.8 | -0.6
CNc1nnc(CSc2nc3ccccc3s2)s1 | -9 | -1 | -0.1 | -5 | -0.8 | 7 | 1 | nt | 0.3

This part in full (from the top)
SMILES | SSB-PriA inh | Anthrax LF inh2 | TcdB inh | PrPC TRFRET | PfHsp40 rescue | Yp Topo-I inh | SARS 3CLpro inh | BH1578 lux ind | BoNT-A LC inh2
COC(=O)c1ccc(Oc2ccc3nnc(C)n3n2)cc1 | -17 | 4 | nt | 6 | 1.0 | -3 | -4 | i | -0.4
Cc1cccc(NC(=O)CCNC(=O)c2ccco2)c1C | -16 | 0 | 0.1 | -4 | 0.4 | -2 | -4 | -0.3 | -0.1
CC1(C(=O)NS(=O)(=O)c2cccc(OC(F)F)c2)CCN1C(=O)Cc1ccccc1 (stereo not drawn) | nt | 5 | -0.4 | -4 | nt | 0 | nt | i | 0.1
O=C(c1ccc(NC(=S)Nc2ccc(Cl)c(Cl)c2)cc1)N1CCCC1 | -18 | -3 | 1.2 | 4 | 0.0 | -5 | -1 | -1.1 | 0.7
CCOc1ccc(NC(=O)c2ccc(S(=O)(=O)N3CCOCC3)cc2)cc1 | 7 | -4 | 0.7 | 6 | 1.2 | 8 | -6 | -0.4 | -7.5
COc1ccccc1CNC(=O)COC(=O)C1CCN(S(=O)(=O)c2c(Cl)cccc2Cl)CC1 | -7 | -9 | 0.8 | 5 | 0.8 | -12 | nt | -6.2 | -0.7
CC(C)(C)OC(=O)N[C@@H](/C=C/c1ccccc1)C(=O)OC(C)(C)C | 3 | -4 | -0.1 | -2 | 1.4 | 11 | nt | -0.8 | -0.6
CNc1nnc(CSc2nc3ccccc3s2)s1 | -9 | -1 | -0.1 | -5 | -0.8 | 7 | 1 | nt | 0.3
Cc1ccc2cccc(OCC(=O)Nc3cccc(S(=O)(=O)N4CCCC4)c3)c2n1 | 6 | 1 | 0.3 | -2 | -0.5 | 16 | nt | -0.9 | -0.8
Cc1ccc(NC(=O)c2c(O)c3ccccc3n(C)c2=O)nc1 | -7 | -10 | nt | 1 | 0.4 | -1 | 1 | i | -0.3
O=C(CSc1ccc(Cl)cc1)OCc1nnc(-c2ccccc2)o1 | -3 | -4 | nt | 5 | 0.0 | 40 | 0 | -1.3 | -0.1
COc1ccccc1CNC(=O)Cn1cccc1C(=O)c1ccccc1 | 14 | -6 | 1.5 | 7 | 1.1 | 14 | 2 | i | -4.1
Cc1ccc(Cl)cc1N1CCN(C(=O)C2CCC(=O)N2C(C)C)CC1 (stereo not drawn) | -9 | 3 | 0.8 | 1 | 0.1 | 4 | 2 | -0.3 | -0.5
Cc1cc2c(=O)cc(-c3ccccc3)oc2c(C(=O)O)c1C | nt | -3 | 0.8 | 5 | nt | nt | nt | nt | 0.5
Nc1nnc(SCC(=O)c2cccc([N+](=O)[O-])c2)s1 | -3 | -5 | -0.8 | -14 | 1.1 | 7 | 2 | -0.2 | -0.8
Cc1ccc(S(=O)(=O)CCC(=O)OCc2ccccc2)cc1 | -9 | -1 | 3.5 | -5 | -0.6 | 8 | 1 | -2.3 | 0.4
COc1cccc(OC)c1C(=O)Nc1ccncc1 | -19 | -8 | 0.5 | -8 | 0.6 | 1 | nt | -0.4 | -3.0
CCOc1ccc2[nH]cc(S(=O)(=O)c3ccc(F)cc3)c(=O)c2c1 | -8 | -9 | 1.8 | -5 | 0.8 | 5 | 3 | -0.2 | -0.6
Cc1cccc(C(=O)O[C@H]2[C@H](C)NS(=O)(=O)[C@H]3CC4C=C[C@]23O4)c1 | 5 | -4 | -1.0 | -1 | -1.5 | -5 | nt | -0.6 | 0.8
O=C1C2CC(O)CN2C(=O)N1c1ccccc1 (stereo not drawn) | -11 | -62 | -1.7 | 5 | 1.2 | 1 | -7 | i | -48
CCC(=O)c1ccc(OCC(=O)OCC(=O)c2cc(C)n(C)c2C)cc1 | -6 | -1 | 1.5 | 7 | -0.6 | 25 | 1 | -0.3 | -0.1
Cc1ccc(N2C(=N)SCC2=O)cc1Cl | -9 | 2 | nt | 11 | 0.9 | 2 | 1 | -0.2 | 0.6
N[C@@H](Cc1c[nH]c2ccccc12)c1nnc(SCc2ccccc2F)o1 | 2 | -1 | nt | -2 | -1.2 | 14 | 0 | i | 1.2
O=C(COC(=O)c1ccncc1)NC(=O)C1CCCCC1 | -8 | -4 | nt | -5 | 0.2 | -3 | 5 | i | -1.0
O=C(Nc1nccs1)C1CCN(S(=O)(=O)c2ccc3c(c2)OCCCO3)CC1 | -6 | -4 | 0.9 | -8 | 0.3 | -1 | 0 | i | -1.3

More records follow.
SMILES | SSB-PriA inh | Anthrax LF inh2 | TcdB inh | PrPC TRFRET | PfHsp40 rescue | Yp Topo-I inh | SARS 3CLpro inh | BH1578 lux ind | BoNT-A LC inh2
COc1ccc(NC(=O)NC2(C(=O)N3CCN(C)CC3)CCCCC2)cc1 | -7 | 3 | 3.6 | -1 | -1.9 | 1 | -3 | -0.6 | 0.2
COc1ccc(S(=O)(=O)N2CCOC23CCN(C(=O)c2ccc(Cl)cc2Cl)CC3)cc1 | -4 | 0 | -0.2 | 53* | 1.6 | 4 | -2 | i | 2.0
COC(=O)CCSCC(=O)N1N=C(c2ccc(Br)cc2)CC1c1cccc(OC)c1OC (stereo not drawn) | -2 | -6 | -2.6 | -9 | -2.0 | 5 | -2 | -0.3 | -0.1
Nn1c(SCc2ccccc2F)nnc1-c1ccncc1 | -2 | nt | 1.9 | 6 | nt | 3 | 0 | -0.6 | nt
CCC1(C(=O)c2ccccc2)C2c3cc(Br)ccc3OC(=O)C21C(=O)N1CCOCC1 (stereo not drawn) | 1 | 3 | nt | 5 | 1.9 | 33 | 7 | 6.2 | 0.1
O=C(CC12CC3CC(CC(C3)C1)C2)N1CCN(S(=O)(=O)c2cccs2)CC1 | 0 | -1 | nt | -4 | 0.5 | 18 | -2 | -1.7 | -1.7
CCOC(=O)c1sc(=S)n(-c2ccc(Cl)cc2)c1SC | -14 | -2 | nt | -3 | -0.1 | 9 | -1 | 3.0 | 0.4
O=C(CSc1ccc(Cl)cc1)Nc1ccccc1N1CCN(C(=O)c2ccccc2)CC1 | -13 | -3 | nt | -3 | -0.3 | 0 | -4 | 1.1 | 0.2
Cc1ccc(-c2ccc(C(=O)NCCCNC(=O)c3cnccn3)o2)cc1Cl | 3 | -1 | 1.0 | -8 | 0.0 | 6 | 0 | i | 0.5
CS(=O)(=O)Nc1ccc(C(=O)Nc2ccc3c(c2)OCCO3)cc1 | -6 | 1 | nt | nt | 0.9 | 4 | 5 | -0.2 | 1.0
O=C(O)C1CCN(c2nc(-c3ccccc3)nc3c2oc2ccccc23)CC1 | -1&-16 | 0 | nt | 6 | 0.2 | 5 | 5 | i | 0.1
O=C1C2CCN(CC2)C1Cc1ccc(OCc2ccccc2)cc1 (stereo not drawn) | -3 | -7 | 0.3 | 5 | -0.9 | -2 | 0 | i | 0.2
CCC(C(=O)O)n1c2ccccc2c2cn[nH]c(=O)c21 (stereo not drawn) | -2 | 6 | 1.4 | 0 | -0.9 | 13 | 0 | 1.9 | -0.2
CCOC(=O)N1CCN(S(=O)(=O)c2cccs2)CC1 | -8 | -1 | nt | 11 | -0.5 | 3 | 0 | -1.4 | -0.1
CC(C)c1ccc(CCNC(=O)c2cccc(S(=O)(=O)N3CCN(C)CC3)c2)cc1 | 1 | 1 | 0.5 | -4 | -2.2 | 33 | -1 | 5.3 | 0.8
Cc1ccc(CNC(=O)CCNC(=O)c2ccc([N+](=O)[O-])cc2)cc1 | -15 | 4 | -0.9 | -16 | 0.1 | 3 | nt | i | 3.5
CCc1cccc2c(C(=O)CSc3nnc(C4CC4)o3)c[nH]c12 | -2 | 0 | 0.1 | -8 | -0.4 | 7 | nt | i | 2.7
CC(=O)c1cccc(N(CC(=O)Nc2ccc(F)cc2F)S(C)(=O)=O)c1 | -14 | -4 | nt | 8 | 0.8 | -8 | 1 | -0.2 | 1.3
CCOC(=O)c1cnc2ccc(C)cc2c1NCCN1CCOCC1 | 4 | -7 | 1.3 | 1 | 0.2 | 7 | 3 | -0.8 | -3.1
COc1ccc(NC(=O)c2ccccc2O)c(OC)c1 | 1 | -10 | 4.3 | 1 | 2.7 | 9 | -3 | -0.2 | 4.7
COC(=O)c1cc(S(=O)(=O)Nc2nn(C)c3cccc(F)c23)oc1C | 0 | -3 | 1.4 | 0 | -2.1 | 1 | 1 | -0.7 | 0.4
O=C(COc1ccc(Cl)cc1)NNC(=O)c1cccnc1 | -3 | 4 | 1.8 | -2 | 0.6 | 3 | 5 | i | -0.4
COc1ccc(CN2CCNC(=O)C2CC(=O)NCc2ccc(C)s2)c(OC)c1 (stereo not drawn) | -2 | -1 | 0.6 | 4 | 4.2 | 5 | 1 | nt | 0.1
CC(=O)C1=C(O)C(=O)N(CCNCCO)C1c1ccccc1 (stereo not drawn) | -18 | 0 | nt | -2 | -0.8 | -9 | -3 | 0.5 | -0.4
CCC(C(=O)OCC(=O)NC1CCS(=O)(=O)C1)c1ccccc1 (stereo not drawn) | 5 | 0 | 0.7 | 4 | 0.2 | -1 | nt | -1.8 | 0.9

More entries:
SMILES | SSB-PriA inh | Anthrax LF inh2 | TcdB inh | PrPC TRFRET | PfHsp40 rescue | Yp Topo-I inh | SARS 3CLpro inh | BH1578 lux ind | BoNT-A LC inh2
O=C(COc1cccc(C(F)(F)F)c1)Nc1ccccc1N1CCCCC1 | -9 | 2 | -0.1 | 4 | -0.8 | -3 | nt | -0.7 | -1.8
N/C(=N\OC(=O)c1ccccc1Cl)c1ccncc1 | nt | 0 | -5.1 | -8 | -0.2 | 4 | 0 | -0.3 | -0.1
Cc1ccc(C(C)C)c(OCCN2C(=O)NC(C)(C)C2=O)c1 | -16 | nt | nt | 1 | -1.5 | 3 | 5 | -0.3 | nt
COc1ccc(S(=O)(=O)N(C)CC(=O)N2CCCCCC2)cc1OC | -6 | -2 | nt | -5 | 0.1 | 1 | -7 | i | 0.0
CCc1c(C)nc(SCC(=O)N2CCCCC2C)[nH]c1=O (stereo not drawn) | -12 | -8 | 1.4 | -2 | -0.7 | -17 | -3 | -0.1 | -7.9
CNc1ncnc2c1ncn2[C@H]1CN(Cc2ccc3c(c2)OCO3)C[C@@H](CO)O1 | nt | 0 | 0.3 | 2 | nt | -2 | nt | 0.6 | -0.2
O=C(O)CCc1nc(-c2ccccc2)no1 | -10 | 5 | nt | -3 | 0.2 | -1 | -3 | i | 0.2
COc1ccc(CNC(=O)Cn2cnc3c(SC)nc(N)nc32)cc1 | -9 | -4 | 1.3 | 3 | 13 | 0 | nt | i | -0.2
CC1Cc2ccccc2N1C(=O)c1cc2c(=O)n3ccccc3nc2n1C (stereo not drawn) | -9 | 5 | nt | 1 | 1.7 | 1 | 4 | i | 3.8

From PubChem BioAssay

Some of the compounds tested, so the mix of outcomes need not match the whole.
